Bioassay records: PubChem BioAssay, several laboratories
rCAG RNA binder: binds r(CAG) RNA repeats. r(CAG) RNA repeat, TO-PRO-1 dye displacement fluorescence. inhibition, % at 3 µM. actives 1.3% (n = 370,000);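 active means inhibition above the plate cutoff, the mean of all test compounds on that plate plus 3 SD, cut at about 35% in these data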;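 further: 0% = DMSO alone and 100% = 100 µM mitoxantrone as full dye displacement; higher means more dye released from RNA so lower well fluorescence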
GC-A act: GC-A (human) enzyme activation; P16066; HEK293 GC-A cells, cGMP TR-FRET, EC30 ANP; 0% at EC30 ANP, 100% saturating ANP; activation, % at 10 µM; actives 0.14% (n = 370,000); AID 1671463; in the data active means activation above about 40%
SIAE primary: inhibitors of human sialic acid acetylesterase SIAE; Q9HAT2; SIAE FP-Rh probe binding, fluorescence polarization; inhibition, % at 9.66 µM; actives 0.69% (n = 370,000);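 active means inhibition above a cutoff: mean of compounds within the control limits plus 3 SD of those, cut at about 17% in these data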;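 further: 0% = plate median of compound wells and 100% = probe without SIAE protein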
Target sequence (Q9HAT2 whole entry, looked up): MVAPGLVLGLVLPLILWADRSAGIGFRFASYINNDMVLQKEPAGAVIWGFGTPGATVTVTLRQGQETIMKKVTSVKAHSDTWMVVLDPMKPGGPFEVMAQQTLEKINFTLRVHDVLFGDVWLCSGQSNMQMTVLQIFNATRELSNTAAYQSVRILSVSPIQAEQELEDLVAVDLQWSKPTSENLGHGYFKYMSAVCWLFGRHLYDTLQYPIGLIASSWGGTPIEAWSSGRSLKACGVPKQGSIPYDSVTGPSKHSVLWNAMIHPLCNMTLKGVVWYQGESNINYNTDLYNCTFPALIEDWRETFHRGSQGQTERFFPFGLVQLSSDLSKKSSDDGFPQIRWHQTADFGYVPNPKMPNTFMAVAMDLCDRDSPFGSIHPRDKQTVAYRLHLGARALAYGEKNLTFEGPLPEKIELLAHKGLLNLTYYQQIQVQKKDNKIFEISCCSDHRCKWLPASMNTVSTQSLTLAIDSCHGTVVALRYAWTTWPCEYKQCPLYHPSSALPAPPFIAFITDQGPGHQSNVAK
UHRF1 MBD2 ctr: human UHRF1 methylated DNA binding inhibitors | inhibition, % at 4.4 µM | UHRF1 binding to methylated oligo, TR-FRET | Q96T88 | actives 0.75% (n = 370,000); in the data active means inhibition above about 21%;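 further: UHRF1 SRA domain binding a hemimethylated CpG hairpin DNA probe; 0% = median of test compound wells and 100% = reference inhibitor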
mABHD4 FP: inhibitors of mouse ABHD4 | Q8VD66 | purified mABHD4, FP-Rh probe fluorescence polarization | inhibition, % at 8.92 µM | actives 0.54% (n = 370,000) | AID 720543;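 active means inhibition exceeding the mean over every tested compound plus 3 SD, cut at about 30% in these data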;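 further: 0% = plate median of compound wells and 100% = S159A mutant with DMSO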
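Test system: mouse ABHD4 enzyme, wild type. Reagent: FP-Rh fluorescent activity-based probe, added after compound pre-incubation. Timing: pre-incubation 45 min, probe exposure 60 min, at 25 °C. Technique: FP readout, ex 525 nm / em 598 nm. Benchmarks: high control S159A mutant with DMSO, low control median of compound wells.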
NPR2 activator: GC-B (human) receptor activation; P20594; HEK293-GC-B cells, CNP EC30, cGMP TR-FRET; 0% at EC30 CNP, 100% saturating CNP; activation, % at 10 µM; actives 0.11% (n = 370,000);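 active means activation at 10 µM reaching about 35% in either raw or pattern-adjusted values, limit read from the data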
TCR-CD3 inh: human TCR-CD3 binding inhibition; TAMRA-labeled TCR probe fluorescence, biochemical; inhibition, % at 9.4 µM; actives 0.37% (n = 360,000); in the data active means inhibition above about 19%;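 further: recombinant mutant TCR 2C K166C tagged with TAMRA read by polarization; 0% = receptor in buffer alone and 100% = receptor with positive control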
HTRA1 inhibitor: blocks human HTRA1 serine peptidase | Q92743 | recombinant HTRA1, FP-rhodamine activity-based probe, fluorescence polarization | inhibition, % at 5.96 µM | actives 0.5% (n = 340,000) | AID 504803; in the data active means inhibition above about 36%;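 further: 0% = enzyme with DMSO and 100% = wells lacking enzyme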
Target sequence (Q92743 whole entry, looked up): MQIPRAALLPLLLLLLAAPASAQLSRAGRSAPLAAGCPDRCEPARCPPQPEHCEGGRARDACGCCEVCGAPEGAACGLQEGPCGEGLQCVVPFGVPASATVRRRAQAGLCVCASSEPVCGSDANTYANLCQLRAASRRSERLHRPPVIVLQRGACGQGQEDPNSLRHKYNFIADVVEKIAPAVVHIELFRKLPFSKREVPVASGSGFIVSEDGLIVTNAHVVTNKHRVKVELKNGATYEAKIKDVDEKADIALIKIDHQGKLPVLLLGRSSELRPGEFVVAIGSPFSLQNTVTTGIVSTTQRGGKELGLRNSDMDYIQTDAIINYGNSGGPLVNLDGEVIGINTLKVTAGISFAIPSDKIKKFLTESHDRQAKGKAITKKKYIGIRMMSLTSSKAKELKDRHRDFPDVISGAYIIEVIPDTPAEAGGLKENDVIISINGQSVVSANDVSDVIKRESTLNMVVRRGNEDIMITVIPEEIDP
MBD2 DNA inh: inhibitors of human MBD2 binding to methylated oligonucleotide | Q9UBB5 | TR-FRET | inhibition, % at 4.4 µM | actives 0.31% (n = 370,000) | AID 686964; in the data active means inhibition above about 13%
PRMT1 inh: PRMT1 (human) inhibition, primary screen. recombinant PRMT1, activity-based probe fluorescence polarization. Q99873. inhibition, % at 2.79 µM. actives 1.3% (n = 370,000);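 active means inhibition above about 21% made by adding two undisclosed values, limit read from the data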
An asterisk follows results filed as active; / = no result given.

SMILES	rCAG RNA binder	GC-A act	SIAE primary	UHRF1 MBD2 ctr	mABHD4 FP	NPR2 activator	TCR-CD3 inh	HTRA1 inhibitor	MBD2 DNA inh	PRMT1 inh
COc1ccc(C(CCN2CCCCC2)c2c(OC)cc(OC)c3c(-c4ccccc4)cc(=O)oc23)cc1 (centres undefined)	5	-1	6	-3	5	-6	5	-28	-5	-3
CC(C)CCNC(=O)C(=O)Nc1ccccc1	-2	4	2	3	4	1	2	2	2	-2
CCC(C)(C)NC(=O)C(c1ccc(OC)cc1)N(C(=O)CCC(=O)Nc1cc(C)on1)C1CC1 (centres undefined)	1	-6	-2	2	-13	-5	6	0	2	-2
O=C1CC(c2ccc(F)cc2)Sc2nc(-c3ccccc3)c(-c3ccccc3)n21 (centres undefined)	2	-2	4	0	4	0	-4	-5	10	2
CC(=O)N1CCc2cc(S(=O)(=O)N3CCCCCC3)ccc21	-2	-3	3	1	0	1	-5	4	-2	2
Cc1cc(C)c(CN2CCN(C(=O)Cn3cnc4c(OCc5ccccc5)ncnc43)CC2)c(C)c1	6	0	-9	1	-4	-4	-4	-39	5	4
COc1ccc(-c2cn3c(C)c(C(=O)N4CCN(c5ccc(F)cc5)CC4)sc3n2)cc1	4	0	9	0	1	-6	5	0	-1	-3
C=CCNC(=O)C1CC(=O)N(c2ccc(OCC(=O)Nc3ccc(C)cc3)cc2)C1 (centres undefined)	-2	-5	-4	8	1	-6	-4	-3	4	0
COc1cccc(N2CCN(C(=O)c3ccccc3SCC(=O)NCc3ccco3)CC2)c1	3	1	7	-2	-1	2	3	2	6	-4
O=C(CSc1nnc(-c2cc3ccccc3cc2O)n1Cc1ccco1)N1CCc2ccccc2C1	17	-7	-10	0	-8	-4	-4	-17	-2	32*
COc1ccccc1-c1noc2c1C(=O)N(C(=O)OC(C)(C)C)CC2	1	1	0	-2	3	-3	8	3	-6	-6
Cc1nn(C(C)C)c(C)c1CN1CCN(Cc2ccsc2)C(CCO)C1 (centres undefined)	-5	-5	1	-2	2	-2	4	-6	3	-1
C[C@H](CO)N1C[C@H](C)[C@@H](CN(C)C)Oc2c(NC(=O)CCCCCC(=O)Nc3ccccc3N)cccc2C1=O	-4	-4	9	-1	4	1	0	6	2	0
C=CCN1CCc2c(cc(O)c(O)c2Cl)C(c2ccccc2)C1 (centres undefined)	6	-5	-1	4	14	-3	-2	43*	2	2
Cc1ccc(/C(COc2ccccc2O)=N\O)cc1	1	-20	8	0	-3	-7	1	-7	-2	-7
COc1cccc(N2CCN(S(=O)(=O)c3cc4c(cc3C)N(C)CCO4)CC2)c1	13	-4	13	-1	-17	-2	1	-4	2	0
CNc1nc(SCc2ccc(C)cc2)nc2c1CCCC2	-3	7	-2	2	-3	9	-7	-23	1	0
COc1ccc(C(=O)OCC(=O)Nc2ccc3c(c2)OCO3)cc1S(=O)(=O)N1CCOCC1	3	-4	3	-1	-1	-3	11	5	-6	3
Cc1cccc(NC(=O)/C(C#N)=C\c2cc(C)n(-c3ccc(C(=O)O)cc3)c2C)c1	26	-3	2	-2	5	1	0	-6	-2	4
COc1cc(O)c(C(CC(=O)N2CCCCC2)c2ccc3c(c2)OCO3)c(OC)c1 (centres undefined)	2	-2	-2	1	-9	-12	10	-8	-8	-3

Just TCR-CD3 inh, UHRF1 MBD2 ctr and GC-A act, for some of the entries so far:
compound | TCR-CD3 inh | UHRF1 MBD2 ctr | GC-A act
O=C(CSc1nnc(-c2cc3ccccc3cc2O)n1Cc1ccco1)N1CCc2ccccc2C1 | -4 | 0 | -7
COc1ccc(-c2cn3c(C)c(C(=O)N4CCN(c5ccc(F)cc5)CC4)sc3n2)cc1 | 5 | 0 | 0

More entries.
SMILES	rCAG RNA binder	GC-A act	SIAE primary	UHRF1 MBD2 ctr	mABHD4 FP	NPR2 activator	TCR-CD3 inh	HTRA1 inhibitor	MBD2 DNA inh	PRMT1 inh
COC(=O)c1ccccc1NC(=O)CNc1ccc(F)c(S(=O)(=O)N2CCOCC2)c1	4	-1	14	-3	4	-2	-1	-2	2	-3
O=C(CN(Cc1ccco1)C(=O)CCC(=O)Nc1ccccn1)NCCc1ccccc1	-10	1	4	-3	6	3	0	-4	-8	2
COCCn1c(SCC(=O)NCc2ccco2)nc2cccnc21	2	-5	1	5	3	-2	8	7	-5	0
Cc1ccc(NC(=O)CN(C)C(=O)CSc2ncc(C(F)(F)F)cc2Cl)cc1	-2	-3	4	-4	1	1	1	-5	0	-5
c1ccc(C2c3c(ccc4ccccc34)Oc3ncn4nc(-c5ccco5)nc4c32)cc1 (centres undefined)	1	1	-5	2	1	-1	2	-20	1	0
Cc1ccc(CNC(=O)C2CC(c3ccc(C(F)(F)F)cc3)=NO2)o1 (centres undefined)	0	-2	0	4	1	0	-2	-12	5	-1
Cc1ccc(NC(=O)c2cc3ccccc3o2)cc1	1	2	-5	0	-7	-1	1	-19	-2	3
O=C(O)c1ccc2c(c1Sc1ccccc1)C(=O)c1ccccc1C2=O	10	1	1	19	17	4	-1	/	6	6
CN(CC1CCCCO1)C(=O)c1cc(COc2ccc(F)cc2Cl)on1 (centres undefined)	-7	6	0	2	4	-2	5	-1	0	-3
Cc1ccc(NC(=O)Cn2c(-c3ccc(F)cc3)cnc2SCC(=O)Nc2c(C)cccc2C)cc1	4	1	8	-1	2	-11	3	3	-1	-1
CC(=O)c1n[nH]nc1NC(=O)c1ccccc1	0	0	1	0	1	-8	0	0	1	-3
COC(=O)c1ccc(-c2ccco2)n1Cc1cccc(C)c1	6	-5	-1	3	-12	-10	6	-18	-5	7
COc1c(OC)c2[nH]c(=O)cc3c4ccccc4n(c1=O)c23	0	3	4	0	0	0	8	0	-1	-4
COC(=O)C1CN(C(=O)COc2ccc(Cl)c(C)c2)c2ccccc2O1 (centres undefined)	-1	-4	-2	-2	-6	-3	-5	-10	3	6
COc1ccc(N2CCN(C(=O)c3cc(=O)c4ccc(C)cc4o3)CC2)cc1	-3	-4	-5	-2	-1	-1	0	-1	-8	-2
CCOC(=O)Cc1nnc(NC(=O)CSc2ccc(C)cc2)s1	8	1	-15	-3	-10	7	2	-14	-1	-1
O=C(CSc1nnc(-c2ccccc2)o1)NC1CCCCC1	-2	3	1	0	16	2	4	-4	-4	2
CC(C)(C)Sc1ccc([N+](=O)[O-])cc1C(=O)Nc1ccncc1	1	-2	-4	-1	-8	5	-6	-3	1	-4
CCCCCC(=O)NC(NC(=S)Nc1ccc(S(N)(=O)=O)cc1)C(Cl)(Cl)Cl (centres undefined)	20	-3	-13	1	5	0	2	-13	1	-2
CCCn1c(=C(C#N)C#N)s/c(=C2\C=Cc3ccccc3N2CC)c1=O	-1	-6	1	0	4	6	-3	8	4	3
COC(=O)C1CCN(C(=O)CC(NC(=O)C(F)(F)F)c2cccs2)CC1 (centres undefined)	-2	1	2	1	-3	4	-8	0	6	2
COc1ccc(CNC(=O)C2CSC(=O)C2)cc1 (centres undefined)	0	-7	20*	2	5	2	2	2	-2	6
CCOc1ccccc1N1CC(C(=O)NCCc2ccc(S(N)(=O)=O)cc2)CC1=O (centres undefined)	5	4	2	0	2	-1	3	-1	3	-2
O=C(N/N=C/c1nn(-c2ccccc2)cc1-c1ccccc1)c1ccncc1	3	-2	-28	-1	-30	0	1	-13	3	1
Cc1cc(C=O)c(C)n1-c1sc2c(c1C(=O)O)CCCC2	4	0	6	-2	-2	3	8	3	2	-4
O=C(Nc1nccs1)c1ccc2ccccc2c1	2	-3	-11	0	-1	-7	7	-12	-2	2
COc1ccccc1CCN=C(N)NS(=O)(=O)c1ccccc1	1	-1	-1	7	-4	5	-2	7	0	3
CCOC(=O)c1c(S(=O)(=O)NCc2ccc(C)o2)c(C)n(C)c1C	-3	1	-1	2	2	1	-9	14	1	7
COC(=O)c1[nH]c2ccccc2c1Sc1ccccc1	4	-2	5	0	-7	-2	-1	-15	2	-5
CNc1cccccc1=S	13	-2	3	15	15	-2	9	11	8	26*
CC(C)c1ccccc1OCCNC(=O)c1cccnc1	-5	0	-2	-4	4	-2	6	7	-7	-5
CCc1ccc(N(C(=O)CNC(=O)c2cccs2)C(C(=O)NC(C)(C)C)c2cc(OC)c(OC)c(OC)c2)cc1 (centres undefined)	-4	-9	-4	0	6	-7	-5	24	4	-1
CSc1ccccc1C(=O)NCCSc1ccc(C)cc1	-3	1	0	-2	-6	2	-3	-21	-6	-4
COc1ccccc1-n1c2nc3ccccc3nc2c2c(=O)n(-c3cc(C)cc(C)c3)cnc21	4	8	-13	-2	7	5	2	-12	2	0
C=CCn1c(Sc2ccccc2)nc2c1c(=O)[nH]c(=O)n2C	-1	-2	3	-3	-2	-2	3	7	0	-2
CC(C)N(c1ccccc1)c1ccc(NC(=O)[C@@H]2O[C@H](CO)[C@@H](O)[C@H]2O)cc1	2	7	-7	2	-3	-1	-1	/	1	-2
OCCN(Cc1ccccc1)Cc1cccc(Cl)c1Cl	-3	-4	3	0	-1	-2	-2	-29	2	2
Cc1ccnc(NS(=O)(=O)c2ccc(NC(=O)CC(C)c3ccccc3)cc2)n1 (centres undefined)	9	-1	-4	4	-7	2	-3	-3	0	-1
Cc1cc(NC(=O)c2ccc(NS(=O)(=O)c3ccccc3)cc2)no1	5	-1	-3	0	2	9	/	/	-2	0
COc1cc(C(=O)NC2(C(F)(F)F)NC(=O)N(CCCc3ccccc3)C2=O)cc(OC)c1OC (centres undefined)	-5	1	-9	2	-10	-4	-8	-12	2	3
Cc1ccccc1S(=O)(=O)NC(=O)C1(C)CCN1C(=O)Cc1ccccc1Cl (centres undefined)	8	2	-3	2	-2	3	-1	/	-1	0
Cc1c(N2C(=O)/C(=C/c3ccccc3)SC2=S)c(=O)n(-c2ccccc2)n1C	9	-2	-3	-7	-8	1	-4	2	-8	9
CC(C)CC(N)c1csc(NC(=O)Nc2ccccc2C(C)C)n1 (centres undefined)	11	1	-2	1	15	4	-7	/	-3	-2
CSc1cccc(NC(=S)N(CCCN2CCCC2)Cc2cccn2Cc2ccc(Cl)cc2)c1	-2	-29	-3	2	12	-19	-2	-15	1	1
O=C(Cn1cccc1C(=O)c1ccccc1)NCc1ccc(F)cc1	-2	0	-9	-2	1	5	9	5	-2	0
O=C(NCCCNC(=O)NC1CCCCC1)NC1CCCCC1	-1	-2	3	15	8	-3	3	/	1	2
COCCNC(=O)C1(C)CCN(C(=O)c2nc(C)oc2C)C1 (centres undefined)	0	-2	0	-2	-3	6	5	/	0	-6
CCCCOc1ccc(S(=O)(=O)N2CCCCCC2)cc1	-3	0	1	-2	2	1	4	-22	1	-2
CCN(CC)P(=O)(Nc1cccc(C(F)(F)F)c1)c1ccc(N(C)C)cc1NC(=O)c1ccco1 (centres undefined)	-2	-8	11	1	-2	-6	-3	-32	-1	1
Cc1nn(C)c(C(=O)N2CCN(C(=O)c3ccco3)CC2)c1Br	-3	7	0	0	2	3	3	-1	1	-4
CN1CCN(C(=O)CCN2C(=O)/C(=C/c3ccc(F)cc3)SC2=S)CC1	2	4	-6	1	-31	1	-17	-21	4	10

Only part of the results is shown; count on the stated rates, not on these rows.
